Compound activity deposited in PubChem by National Center for Advancing Translational Sciences (NCATS).
CCT chaperon mod: High-Throughput Screening for Modulators of Cytosolic Chaperonin Activity | activity change, % (test concentration not listed), hits read low | AID 651819, 2012 | 0.3% of 360,000 active | purified chaperonin ATPase assay, HTRF ADP detection, 30 min; in the data active = activity change below about -30%; note: % is set by controls: 0 for no effect and ±100 for the full control effect
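First, chaperonin was dispensed at 40 nM or 20 nM final depending on batch activity. Next, compounds were pinned at 76 uM and ATP added at 10 uM. After 30 min at 37 °C, ADP detection reagents ran 30 min at ambient temperature.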
Nrf2 inh: Nrf2 qHTS screen for inhibitors; Potency, µM (top dose mostly 46 µM), for inactives: top-dose activity change, negative = inhibition, hits mostly inhibitors; A549 ARE-Fluc reporter, luciferase luminescence, 18-24 h; 2.1% of 360,000 active; note: potency is the fitted concentration of half-maximal effect; % is set by controls: 0 for no effect and ±100 for the full control effect; nearly all actives have a fitted effect of over 60% in size
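Concentration-response testing used A549 ARE_Fluc cells at 5000 cells/well. Following an 18-24 h compound incubation, viability was read by fluorescence (Ex 405/Em 525) and luciferase output by luminescence.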
MmCpn inh: Inhibitors of TCP-1 ring complex (TRiC) of Methanococcus maripaludis (MmCpn): qHTS | purified Mm-Cpn ATPase, ADP Transcreener TR-FRET | Potency, µM (highest dose often 76.9 µM), for inactives: at the highest dose activity, negative = inhibition, most hits filed as inhibitors | 0.031% of 330,000 active; note: potency is the fitted concentration of half-maximal effect; % is set by controls: 0 for no effect and ±100 for the full control effect; nearly all actives have a fitted effect of over 80% in size
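25 nM Mm-CPN + cpd, 10 min 37°C; + 10 uM ATP, 30 min 37°C; buffer 30 mM Tris pH 7.4, 100 mM KCl, 5 mM MgCl2, 1 mM DTT; Transcreener ADP HTRF detection 30 min RT.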
Akt phos inh: HTS Assay for Inhibitors of Akt Phophorylation: Primary Screen | Neuro2A IGF-stimulated pAkt S473 HTRF, 20 min; active compounds read low | activity change, % for hits at 50 µM | 0.32% of 360,000 active | AID 651550, 2012; in the data active = activity change below about -80%; inconclusive = mostly about -51% to -80%; note: % is set by controls: 0 for no effect and ±100 for the full control effect
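Neuro2A cells in DMEM with 0.5% FBS, overnight at 37 deg C, given compound at single 50 µM final, then IGF (6 nM final) for 20 min at 37 deg C. Lysed; phospho-Akt Ser473 by HTRF after 24 h, 665/615 ratio.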
HepG2 viability: qHTS for Inhibitors of TGF-b: Cytotox Counterscreen; HepG2 CAGA-GFP viability, ATP luminescence, 18 h; Potency, µM (series often up to 46.1 µM), for the others: at the top dose activity change, negative = cytotoxicity, hits mostly cytotoxic; 0.76% of 410,000 active; AID 588856, 2011; note: potency is the fitted concentration of half-maximal effect; some results filed as inactive show a strong effect at the top dose
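CellTiter-Glo luminescence gave cytotoxicity after 18 hours at 37 degrees C. The cells were HepG2 CAGA-GFP in 1% FBS DMEM, stimulated with 500 pg/mL TGF-beta after compound addition. %Activity was normalised to no-cell wells (complete cell-killing) and DMSO (no toxicity), and curves were fitted and classified.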
A549 viability: Nrf2 qHTS screen for inhibitors: counterscreen for cytotoxicity; A549 ARE-Fluc cells, CellTiter-Fluor viability, 18-24 h; 0.16% of 390,000 active; Potency, µM (highest dose often 46 µM), for inactives: at the top dose activity change, negative = cytotoxicity, usual class: inhibitors; note: potency is the fitted concentration of half-maximal effect; % is set by controls: 0 for no effect and ±100 for the full control effect
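A549 ARE-Fluc cells in 5% FBS OPTI-MEM, 5000 cells/well, rested 2 h then exposed to compounds in concentration-response for 18-24 h at 37 °C. Viability by CellTiter-Fluor fluorescence (Ex 405/Em 525) after 30 min; luciferase luminescence (BugLite, 15 min, RT) read afterwards.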
Nrf2 ARE act: qHTS of Nrf2 Activators; AREc32 ARE-luciferase reporter (MCF7-derived line), luminescence, 24 h; Potency, µM (doses to about 46.1 µM), without a hit: at the top dose activation, hits mostly activators; 0.31% of 410,000 active; AID 624171, 2012; note: potency is the fitted concentration of half-maximal effect; % of control where 0% means no effect; nearly all actives have a fitted effect of over 65% in size
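ARE activation measured as luciferase luminescence (Steady-Glo, 30 min RT) in AREc32_Fluc cells after 24 hr compound exposure at 37 deg C, 5% CO2; cells seeded overnight at 1000/well in OPTI-MEM, 5% FBS.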
S2 tox: Viability Counterscreen for Primary qHTS for Inhibitors of ATXN expression | Potency, µM (top dose mostly 56.7 µM), most hits filed as cytotoxic | S2 cells (HEK-293 line with an ATXN2-luciferase reporter) viability, CellTiter-Fluor protease fluorescence, 24 h | 0.49% of 400,000 active; note: potency is the fitted concentration of half-maximal effect; nearly all actives have a fitted effect of over 40% in size
TGFb inhibitor: qHTS for Inhibitors of TGF-b. Potency, µM (doses to about 46.1 µM), for inactives: top-dose activity, negative = inhibition, usual class: inhibitors. 1.2% of 410,000 active. HepG2 CAGA-GFP TGF-b/SMAD3 reporter, GFP fluorescence, 18 h; TGF-beta stimulated, 500 pg/mL final; note: potency is the fitted concentration of half-maximal effect; % is set by controls: 0 for no effect and ±100 for the full control effect; nearly all actives have a fitted effect of over 65% in size
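Cell-based qHTS in HEPG2 carrying a CAGA-GFP Smad reporter; compounds added before 500 pg/mL final TGF-beta, 18 h incubation at 37 degrees C, GFP fluorescence quantified per cell by imaging cytometry.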
* = called active by the depositor; i = inactive; ? = inconclusive; · = not tested or not shown; [ ] = another dose, or the depositor's remark. Unless noted, calls come from the whole dose curve; as a rule, active = well fitted curve in the direction sought with a large enough effect; inconclusive = small, poorly fitted or top-dose-only effect, or another doubt; inactive = no such curve, though single readings can be large; an effect the other way counts as inactive or inconclusive.

SMILES	CCT chaperon mod	Nrf2 inh	MmCpn inh	Akt phos inh	HepG2 viability	A549 viability	Nrf2 ARE act	S2 tox	TGFb inhibitor
CCOc1ccc(OC(=O)NC(c2ccccc2)C(Cl)(Cl)Cl)cc1 (stereo unspecified)	-6.0	?	-4%	i	0%	-5%	-0.3%	i	-21%
O=C(Nc1cccc2cccnc12)c1ccc(Cl)cc1	-0.3	?	-1%	i	-6%	14%	10%[9.22 µM]	i	7%
Cc1cc(Br)c(OCc2ccc(C(=O)N/N=C3\CC4CC=CC34)cc2)c(Br)c1 (stereo unspecified)	-9.5	-2%	-9%	i	-24%	-15%	0.8%	i	7%
Cc1cccc(CN2CCN(C3CN(Cc4cn(Cc5ccccc5C(F)(F)F)nn4)S(=O)(=O)C3)CC2)c1 (stereo unspecified)	-0.5	·	·	i	-30%	·	-0.3%	i	-36%
C/C(=N\OC(=O)Nc1ccccc1)c1ccc(C)cc1	-0.4	?	·	i	3%	-14%	0.2%	i	4%
CC(OC(=O)c1ccccc1N1C(=O)C2C3CCC(C3)C2C1=O)C(=O)c1ccccc1 (stereo unspecified)	-0.1	-23%	0%	i	-2%	-8%	2.3%	i	-11%
CCOc1ccc(CNC(=O)c2cccc(NC(=O)N3CCSc4ncccc43)c2)cc1	·	?	·	·	-1%	2%	3.3%	·	0%
C[C@H](CO)N1C[C@H](C)[C@@H](CN(C)S(=O)(=O)c2ccc(C#N)cc2)OCc2cnnn2CCCC1=O	-2.0	·	·	i	-10%	·	0.4%	i	4%
CCn1c(CN2CCN(c3ccc(OC)cc3)CC2)nc2cc(S(=O)(=O)N(C)C)ccc21	-0.8	?	-2%	i	0%	5%	0.3%	i	15%
COc1ccccc1CNC(=O)C1CCN(S(=O)(=O)c2c(C)noc2C)CC1	0.9	5%	1%	i	-2%	10%	-1.0%	i	-5%
COc1cccc(CNc2ncc(-c3ccc(Br)cc3)n2C)c1	·	·	·	·	-56%	13%	6.2%	·	-36%
CCCC(=O)NCc1nc2cccnc2n1Cc1ccc(F)cc1	·	·	·	·	0%	6%	0.6%	·	-22%
NS(=O)(=O)c1ccc(NC(=O)CSc2nnc(-c3ccc(O)cc3)o2)cc1	0.0	26%	2%	i	13%	0%	3.8%	i	4%
N#Cc1ccc(CN(Nc2ccccc2)c2ccccc2)cc1	-1.3	·	·	i	-26%	·	2.7%	i	?
COc1cc(C2CC(C(F)(F)F)n3ncc(C(=O)O)c3N2)cc(OC)c1OC (stereo unspecified)	-1.0	0%	-2%	·	3%	-6%	-0.1%	·	-3%
CCCc1cc(CN2CCOCC2)c(O)c(CN2CCOCC2)c1O	-1.2	8%	·	i	-42%	1%	26%	i	?
COc1ccc(Nc2c[nH]c(=O)[nH]c2=O)cc1	1.1	6%	·	i	-20%	0%	6.6%	i	?
Cc1ccc(F)cc1NC(=O)CSCc1nc2sc(C)c(C)c2c(=O)[nH]1	-1.1	-9%	-2%	i	5%	0%	2.0%	i	?
O=C(c1ccc(N2CCCC2)c([N+](=O)[O-])c1)N1CCc2ccccc2C1	-1.2	?	-1%	i	0%	-21%	2.9%	?	-21%
CCn1nc(C(=O)OCC(=O)N2CCc3ccccc32)c2ccccc2c1=O	-2.3	19%	1%	i	0%	-4%	-1.0%	?	7%
CC(C)C(NC(=O)c1cccc(S(=O)(=O)N2CCOCC2)c1)C(=O)NCCc1ccccn1 (stereo unspecified)	1.9	1%	-2%	i	7%	-10%	-0.7%	i	0%
Cc1cccc(-n2c(C)cc(/C=N/n3cnnc3)c2C)c1	-4.5	·	2%	i	3%	3%	0.7%	i	9%
Cc1cc(Cl)ccc1OCC(=O)Nn1c(C)ccc1C	-0.5	-15%	-2%	i	2%	-4%	-0.8%	i	-14%
O=C(CSc1ncccc1-c1nc2ccccc2[nH]1)N1CCN(c2ccccc2F)CC1	-1.9	7%	?	i	-21%	-5%[1.84 µM]	4.2%	?	-18%
COc1ccc(NS(=O)(=O)c2cccc(C(=O)NC3CCC(O)CC3)c2)cc1 (stereo unspecified)	-1.7	?	1%	i	11%	-8%	-0.2%	i	-13%
O=C(Nc1ccccc1)N1CCN(C2c3ccccc3-c3ccccc32)CC1	-2.9	?	-1%	i	-28%	-6%	-0.3%	·	-27%
COc1cc(C(=O)Nc2cc(S(=O)(=O)N3CCOCC3)ccc2N2CCOCC2)cc(OC)c1C	0.6	4%	·	i	-1%	14%	-0.1%	i	15%
Cc1[nH]n(-c2ccccc2)c(=O)c1/C=N/Nc1nncc(-c2ccccc2)n1	-0.9	?	-7%	i	-5%	-20%	0.0%	i	?
CCC(C)NC(=O)c1c(C)cc(=O)oc1C (stereo unspecified)	-3.8	·	-1%	i	10%	-5%	-0.8%	i	?
O=C(CN1CCc2ccccc21)NCc1ccc2c(c1)OCO2	-0.8	?	0%	i	-31%	?	4.9%	i	-1%

Quoted at random: three compounds from above
SMILES	CCT chaperon mod	Nrf2 inh	MmCpn inh	Akt phos inh	HepG2 viability	A549 viability	Nrf2 ARE act	S2 tox	TGFb inhibitor
O=C(CN1CCc2ccccc21)NCc1ccc2c(c1)OCO2	-0.8	?	0%	i	-31%	?	4.9%	i	-1%
Cc1cccc(-n2c(C)cc(/C=N/n3cnnc3)c2C)c1	-4.5	·	2%	i	3%	3%	0.7%	i	9%
Cc1[nH]n(-c2ccccc2)c(=O)c1/C=N/Nc1nncc(-c2ccccc2)n1	-0.9	?	-7%	i	-5%	-20%	0.0%	i	?

(cont.)
SMILES	CCT chaperon mod	Nrf2 inh	MmCpn inh	Akt phos inh	HepG2 viability	A549 viability	Nrf2 ARE act	S2 tox	TGFb inhibitor
Cc1sc(NC(=O)C2CCCCC2C(=O)O)c(C(N)=O)c1-c1ccccc1 (stereo unspecified)	-2.6	?	0%	i	16%	-14%	2.5%	i	3%
CCOC(=O)c1c(S(=O)(=O)NCC(=O)N2CCN(c3ccc(F)cc3)CC2)c(C)n(C)c1C	2.4	-17%	-3%	i	-15%	7%	-0.1%	i	-16%
Cc1c(C(=O)NC2=NCCS2)oc2ccccc12	-2.0	?	-2%	i	-25%	5%	7.2%	i	4%
COCCNC(=S)N(Cc1cccnc1)Cc1ccc(OC)c(OC)c1	-1.3	-2%	-1%	i	-18%	14%	-0.7%	i	0%
Cc1ccc(Cn2c(Sc3nccc(C)n3)nc3c2c(=O)[nH]c(=O)n3C)cc1	-0.6	-8%	1%	i	-17%	-7%	0.4%	i	0%
Cc1cc(C)cc(NC(=O)C2CCCN2C(=O)Oc2ccccc2)c1 (stereo unspecified)	5.0	-14%	3%	i	-1%	5%	0.7%	i	0%
N#Cc1cc2cc3ccccc3nc2n2c(=O)c3ccccc3nc12	-2.2	?	1%	i	-3%	?	2.2%	·	-9%
Cc1cc(C)c(S(=O)(=O)Nc2nnc(C)s2)c(C)c1	-1.3	-9%	0%	i	-30%	1%	1.4%	i	-6%
CC(C)(C)NC(=O)Cn1cnc([N+](=O)[O-])n1	-0.4	-13%	-1%	i	3%	9%	-0.6%	i	-3%
COc1cc(/C=C/C(=O)O)cc(S(=O)(=O)Nc2ccc3nc(C)sc3c2)c1OC	1.3	2%	0%	i	23%	3%	0.6%	i	0%
CCC1C(O)=C(c2ccccn2)C(=N)N1c1ccccc1 (stereo unspecified)	-6.6	8%	-2%	i	10%	0%	4.4%	i	?
CCc1nnc(SCC(=O)Nc2ccc(C(C)=O)cc2)nc1CC	0.9	7%	-1%	i	-4%	0%	2.1%	?	9%
Cn1nnnc1NCc1ccc(Cl)c(Cl)c1	2.7	?	2%	i	3%	2%	0.4%	i	7%
Cn1c(SCC(=O)c2ccc3c(c2)Cc2ccccc2-3)nnc1-c1ccccc1	-3.5	-2%	-2%	i	10%	0%	0.1%	i	30%[activator]
CCOc1ccc(N=Cc2ccc3ccccc3c2)cc1	-0.4	1%	0%	i	-18%	6%	-0.4%	i	9%
CCOc1cc(CNCCN2CCOCC2)ccc1OCc1ccccc1Cl	-7.6	-6%	-4%	i	-20%	-8%	0.3%	?	5%
O=C(NC(=S)Nc1ccccc1CO)C1CCCCC1	-1.5	7%	0%	i	-4%	-3%	5.4%	i	-5%
Cc1cc2nc(-c3cccc(NC(=O)c4cccc5ccccc45)c3)oc2cc1C	·	15%	·	·	-28%	1%	1.7%	·	-13%
CC(=O)Nc1ccc(S(=O)(=O)NCCN2CCNC2=O)cc1Cl	-0.4	?	0%	i	2%	-3%	-0.4%	i	-4%
COc1ccc(C(=O)n2nnc3ccccc32)cc1OC	1.5	-19%	1%	i	-1%	4%	-0.1%	i	2%
Cc1ccc(S(=O)(=O)N2CCC(C(=O)NC3CC3)CC2)cc1	-0.6	30%	1%	i	9%	-7%	0.0%	i	2%
COC(=O)c1c(-c2cc(C)ccc2C)csc1NC(=O)C1CC=CCC1C(=O)O (stereo unspecified)	1.0	-14%	-12%	i	-3%	1%	0.0%	i	-4%
N#C/C(=C/c1ccccc1Cl)c1nc2ccccc2c(=O)[nH]1	·	-30%	·	·	-5%	-5%	7.9%	i	-23%
COc1ccccc1OC(C)C(=O)O (stereo unspecified)	0.0	16%	2%	i	7%	0%	0.0%	i	27%
CCOCCn1c(=NC(=O)/C=C/c2ccccc2Cl)sc2cc(NC(C)=O)ccc21	-3.0	-2%	0%	i	-1%	4%	6.8%	i	0%
CN(C)CCN(C(=O)c1ccc2ccccc2c1)c1nc2ccc(Br)cc2s1	0.3	2%	-1%	i	3%	?	-1.1%	i	16%
